Screens: PubChem, Broad Institute
ERAP1 inh = inhibitors of human ERAP1 aminopeptidase | recombinant ERAP1, Leu-AMC fluorescence, 60 min | inhibition, % at 10.7 µM | 340,000 compounds, 0.15% hits;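 active means mean replicate inhibition of at least 30%, or all replicates individually reaching that 30% level; inactive means mean below 30% and not every replicate reaching it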;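 further: 0% = neutral control wells and 100% = L-leucinethiol positive control wells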
CFTR F508del cor = CFTR F508del correction in bronchial cells | CFBE cells, YFP halide quenching; stimulated with forskolin plus potentiator P3; % fluorescence drop versus neutral controls | activity (quench increase), % at 7.58 µM | 350,000 compounds, 0.36% hits | AID 720511;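 active means mean added fluorescence quench of at least 8% versus neutral control, with both replicates also reaching 8%; inconclusive means only one of the mean or replicate conditions met; inactive means mean below 8% and not both replicates reaching 8%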;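 further: cells transiently co-express mutant CFTR-F508del with the halide-sensitive YFP; corrector assay measuring rescue of mutant channel to the surface after 24 h compound exposure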
DENV2 CPE rescue = DENV2-induced cell death inhibition | DENV2-infected cells, cytopathic effect rescue, plate reader | CPE inhibition, % at 9.99 µM | 350,000 compounds, 1.7% hits | AID 651640; in the data active means CPE inhibition above about 20%, passing the limit was not always enough; inconclusive means no clear call, values can overlap the other calls; tested in BHK-21 cells;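 further: 0% = median of neutral control wells and 100% = median of positive control wells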
miR122 inh = miR-122 inhibition in Huh7 cells; 340,000 compounds, 0.3% hits; Huh7 miR-122 Renilla luciferase sensor, 48 h; neutral wells = 0, positive control = 100; activation (reporter increase), % at 12.5 µM;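 active means mean replicate activation score at least 90 and every replicate individually at or above 90; inconclusive means only one of the two criteria met; inactive means neither criterion met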;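 further: higher luciferase means less miR-122 activity so hits act as miR-122 inhibitors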
SIRT5 inh = inhibitors of human sirtuin-5 desuccinylase. Q9NXA8. Purified SirT5, succinyl-peptide AMC, trypsin-coupled fluorescence. inhibition, % at 15 µM. 330,000 compounds, 1.1% hits. AID 652115; in the data active means inhibition above about 15%; inconclusive means no clear call, values can overlap the other calls
Target sequence (Q9NXA8 whole entry, looked up): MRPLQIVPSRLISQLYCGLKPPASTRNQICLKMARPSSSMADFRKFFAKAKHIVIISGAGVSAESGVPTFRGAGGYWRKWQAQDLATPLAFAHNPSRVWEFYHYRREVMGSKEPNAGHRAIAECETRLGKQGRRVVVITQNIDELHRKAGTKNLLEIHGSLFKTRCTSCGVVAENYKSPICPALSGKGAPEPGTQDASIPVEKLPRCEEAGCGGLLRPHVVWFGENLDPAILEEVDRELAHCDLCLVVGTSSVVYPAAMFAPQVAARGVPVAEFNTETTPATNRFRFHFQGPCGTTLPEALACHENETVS
ERp5 inh = ERp5 (human) disulfide isomerase inhibition | ERp5 insulin aggregation, absorbance 650 nm, 90 min | inhibition, % at 9.99 µM | 350,000 compounds, 0.05% hits;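 active means mean replicate inhibition above about 25%, with every replicate also reaching it, limit read from the data, passing the limit was not always enough; inconclusive means only one of those two criteria met; inactive means neither criterion met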
Target sequence (Q15084 whole entry, looked up): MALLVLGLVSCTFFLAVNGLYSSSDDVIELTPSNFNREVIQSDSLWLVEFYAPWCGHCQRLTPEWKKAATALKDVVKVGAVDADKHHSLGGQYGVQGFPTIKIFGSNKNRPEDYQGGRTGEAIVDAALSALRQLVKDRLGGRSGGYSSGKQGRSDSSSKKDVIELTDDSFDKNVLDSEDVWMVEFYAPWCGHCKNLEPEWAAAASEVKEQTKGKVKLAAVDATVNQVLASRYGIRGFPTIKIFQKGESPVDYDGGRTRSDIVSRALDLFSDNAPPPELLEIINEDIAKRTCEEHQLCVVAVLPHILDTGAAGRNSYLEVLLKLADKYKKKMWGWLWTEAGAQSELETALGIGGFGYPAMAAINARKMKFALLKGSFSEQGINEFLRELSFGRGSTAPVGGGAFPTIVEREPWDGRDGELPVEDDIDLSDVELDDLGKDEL
CASP6 VEID inh = blocks human caspase-6 cleavage activity. purified caspase-6, Z-VEID-R110 cleavage fluorescence. 350,000 compounds, 0.53% hits. P55212. inhibition, % at 12.5 µM. AID 686996;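 active means mean inhibition across replicates at least about 35%, with every replicate also reaching that limit, limit read from the data; inconclusive means only one of the two criteria met; inactive means neither criterion met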;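 further: 0% = median of neutral control wells and 100% = no fluorescence left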
Target sequence (P55212 24-179 limits assumed): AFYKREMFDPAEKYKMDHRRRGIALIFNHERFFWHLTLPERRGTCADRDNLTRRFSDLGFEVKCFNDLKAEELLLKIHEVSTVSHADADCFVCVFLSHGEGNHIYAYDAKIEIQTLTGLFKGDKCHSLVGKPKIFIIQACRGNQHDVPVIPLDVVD
Target sequence (P55212 194-293 limits assumed): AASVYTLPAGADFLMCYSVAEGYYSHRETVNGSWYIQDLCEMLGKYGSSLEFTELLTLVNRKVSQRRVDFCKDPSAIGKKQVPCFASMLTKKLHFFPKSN
* = called active by the depositor; ? = inconclusive; . = no result given; & = joins results of further samples; [ ] = another dose, or the depositor's remark.

SMILES | ERAP1 inh | CFTR F508del cor | DENV2 CPE rescue | miR122 inh | SIRT5 inh | ERp5 inh | CASP6 VEID inh
C[C@H]1CN([C@@H](C)CO)C(=O)c2ccccc2-c2ccccc2CO[C@H]1CN(C)C(=O)Nc1ccc2c(c1)OCO2 | 1 | 0.9 | 0 | . | . | 5 | 2
CCOC(=O)/C=C/C(=O)Nc1ccc(S(=O)(=O)Nc2c(C)cc(C)cc2C)cc1 | 2 | . | -1 | . | 2 | 2 | 0
CC(C)c1ccccc1NC(=O)C1CN(S(=O)(=O)c2ccccc2)CCN1S(=O)(=O)c1ccccc1 (stereo not given) | -6 | 3.6 | . | 16 | -6 | 4 | 2
COc1ccccc1OCCNC(=O)c1cccc(S(=O)(=O)NCc2ccccc2)c1 | 0 | -4.1 | 9 | 13 | -6 | 4 | 1
COc1ccc(C2=NOC(CNC(=S)N3CCOCC3)C2)cc1 (stereo not given) | -3 | 0.0 | -1 | . | -5 | -2 | -3
OC[C@@H]1[C@H](c2ccc(-c3ccc(F)cc3)cc2)[C@@H]2CN(Cc3ccccn3)CCCCN12 | 0 | 1.8 | -8 | 3[16.7 µM] | -5 | -1 | -8
O=C(c1ccc(Oc2cc(Cl)cc(Cl)c2)o1)N1CCCCC1 | -1 | 1.6 | 1 | -2 | -3 | 4 | -1
CCCN1CCN(C(=O)Cn2cnc3sc(C)c(S(=O)(=O)N4CCC(C)CC4)c3c2=O)CC1 | -13 | 0.5 | -1 | -4 | 1 | 1 | -1
CC1=C(C(=O)Nc2ccccc2)C(c2ccc(C(C)C)cc2)N2C(=O)CSC2=N1 (stereo not given) | -1 | . | . | -2 | . | -3 | -3
COCCNC(=O)c1cccc2c(-c3ccnn3C)coc12 | -2 | 4.1 | -3 | 4 | . | -2 | -2
CCn1c2ccccc2c2cc(NC(=O)C(=O)NCC3CCCO3)ccc21 (stereo not given) | -2 | 0.8 | 1 | 9 | -2 | 5 | -6
O=C(NC1CCC1)[C@H]1[C@H](CO)[C@H]2Cn3c(ccc(C4=CCCC4)c3=O)[C@@H]1N2CC1CC1 | 2 | -1.6 | -1 | -6[16.7 µM] | -9 | 0 | 2
CC(=O)Nc1ccc(N(C(=O)c2ccco2)C(C(=O)NC2CCCC2)c2ccc(N3CCOCC3)cc2)cc1 (stereo not given) | -1 | -1.0 | 2 | . | -4 | 1 | 2
COc1ccc(/C=N/Nc2nc(N3CCCC3)nc(N3CCCC3)n2)cc1 | 1 | -1.6 | -18 | -2 | . | -2 | -1
COC(=O)CCCn1cc(CN2CC(N3CCN(CCN(C)C)CC3)CS2(=O)=O)nn1 (stereo not given) | . | 4.2 | 9 | . | -2 | 14 | -90
O=C(O)c1cc(S(=O)(=O)N2CCCCC2)ccc1N1CCCCC1 | 1 | 6.9 | 2 | 3 | -2 | 0 | 3
COC(=O)c1ccc2c(=O)n(CCCN3CCCC3=O)c(=S)[nH]c2c1 | -3 | -4.8 | -2 | -2 | 3 | 2 | -5
Cc1ccccc1NC(=O)c1c(C)cc(=O)oc1C | 0 | -33 | 4 | 0 | 0 | 4 | -2
Cc1ccc(C(=O)OCC(=O)N2CC(C)CC(C)C2)cc1S(=O)(=O)N1CCOCC1 (stereo not given) | -6 | -0.6 | -2 | . | -1 | 0 | 2
Cc1ccc(N(CC2CO2)S(=O)(=O)c2ccc(C)cc2)cc1 (stereo not given) | 2 | 1.5 | 7 | . | 6 | 0 | 4
COc1ccc(Cl)cc1C(=O)NNC(=O)COC(=O)c1ccc(Br)o1 | 2 | -1.3 | -2 | -5 | 0 | 3 | 3
O=C(C[C@@H]1C[C@@H]2c3cc(NC(=O)C4CCOCC4)ccc3O[C@@H]2[C@@H](CO)O1)NCC1CC1 | 2 | -0.6 | -4 | -1[16.7 µM] | -11 | 9 | -1
Cc1cn(C(=O)C(C)N2C(=O)c3ccccc3C2=O)c(C)n1 (stereo not given) | 1 | -1.3 | . | 2 | -1 | -6 | 0
COc1ccc(-c2n[nH]c(=S)n2/N=C/c2cccn2C)cc1 | 0 | -0.3 | 2 | . | -2 | 3 | 6
CCOC(=O)C1(CCOC)CCN(C(=O)c2sccc2C)CC1 | -2 | 0.6 | 4 | -1 | -4 | -4 | -2

In a second layout: eleven of the compounds above
Every second line gives: ERAP1 inh, CFTR F508del cor, DENV2 CPE rescue, miR122 inh, SIRT5 inh, ERp5 inh, CASP6 VEID inh
- COC(=O)CCCn1cc(CN2CC(N3CCN(CCN(C)C)CC3)CS2(=O)=O)nn1 (stereo not given)
  ., 4.2, 9, ., -2, 14, -90
- O=C(O)c1cc(S(=O)(=O)N2CCCCC2)ccc1N1CCCCC1
  1, 6.9, 2, 3, -2, 0, 3
- COC(=O)c1ccc2c(=O)n(CCCN3CCCC3=O)c(=S)[nH]c2c1
  -3, -4.8, -2, -2, 3, 2, -5
- Cc1ccccc1NC(=O)c1c(C)cc(=O)oc1C
  0, -33, 4, 0, 0, 4, -2
- Cc1ccc(C(=O)OCC(=O)N2CC(C)CC(C)C2)cc1S(=O)(=O)N1CCOCC1 (stereo not given)
  -6, -0.6, -2, ., -1, 0, 2
- Cc1ccc(N(CC2CO2)S(=O)(=O)c2ccc(C)cc2)cc1 (stereo not given)
  2, 1.5, 7, ., 6, 0, 4
- COc1ccc(Cl)cc1C(=O)NNC(=O)COC(=O)c1ccc(Br)o1
  2, -1.3, -2, -5, 0, 3, 3
- O=C(C[C@@H]1C[C@@H]2c3cc(NC(=O)C4CCOCC4)ccc3O[C@@H]2[C@@H](CO)O1)NCC1CC1
  2, -0.6, -4, -1[16.7 µM], -11, 9, -1
- Cc1cn(C(=O)C(C)N2C(=O)c3ccccc3C2=O)c(C)n1 (stereo not given)
  1, -1.3, ., 2, -1, -6, 0
- COc1ccc(-c2n[nH]c(=S)n2/N=C/c2cccn2C)cc1
  0, -0.3, 2, ., -2, 3, 6
- CCOC(=O)C1(CCOC)CCN(C(=O)c2sccc2C)CC1
  -2, 0.6, 4, -1, -4, -4, -2

Next part.
SMILES | ERAP1 inh | CFTR F508del cor | DENV2 CPE rescue | miR122 inh | SIRT5 inh | ERp5 inh | CASP6 VEID inh
O=C(/C=N/NC(=O)c1ccc(Cl)cc1Cl)c1ccccc1 | 2 | -1.8 | -1 | -9 | -2 | 6 | 5
COc1ccc(CN(C)C[C@@H]2OCCCC[C@@H](C)Oc3ccc(NC(=O)Nc4ccc(OC)cc4)cc3C(=O)N([C@H](C)CO)C[C@H]2C)cc1 | -1 | 1.4 | 2 | -2[16.7 µM] | -2 | -2 | 0
CN(C)CC(=O)N[C@@H]1CC[C@H](CCn2cc(CN(C)C)nn2)O[C@H]1CO | -1 | 0.5 | -3 | . | -2 | -2 | -2
CC(C)C(C(=O)NC1CCCC1)N1CCN(c2ncccc2C#N)CC1 (stereo not given) | . | 2.3 | 3 | . | -6 | -10 | -2
Cc1ccccc1S(=O)(=O)N1CCCCN2[C@H](C1)[C@H](c1ccc(-c3cccnc3)cc1)[C@@H]2CO | . | 0.4 | 4 | -7[16.7 µM] | -1 | -1 | .
Cc1ccc(-n2c(C)cc(C=C3C(=O)N(C)C(=O)N(C)C3=O)c2C)cc1 | 2 | 0.1 | -2 | . | -3 | 1 | 4
COc1ccc(N(CN2C(=O)c3ccccc3C2=O)C(=O)COc2ccc(Cl)cc2Cl)cc1 | 1 | 0.6 | ? | 19 | -1 | 1 | 5
COC(=O)[C@H]1[C@H]2C[C@H]3c4[nH]c5ccccc5c4CCN3C[C@@H]2CC[C@@H]1O | -2&0 | 1.5&-1.1 | 1&-5 | -3&-5 | 1&3 | -1&4 | -3&5
CSc1ncc2ncn(C3OC(CO)C(O)C3O)c2n1 (stereo not given) | -4 | -0.5 | 0 | 1 | -3 | 3 | -6
Cc1ccnc(NS(=O)(=O)c2ccc(NC(=O)c3oc4ccccc4c3C)cc2)n1 | 1 | -6.2 | ? | -5 | 5 | 4 | 4
COC(=O)c1cc2c(c3c4cc(OC)ccc4n(C(=O)c4ccccc4)c13)C(=O)N(Cc1ccco1)C2 | -5 | -0.8 | -2 | . | . | 6 | -2
CN(C)CC(=O)Nc1ccc2c(c1)[C@@H]1C[C@H](CC(=O)NCc3ccc(Cl)cc3)O[C@@H](CO)[C@@H]1O2 | 3 | 1.1 | -2 | 2[16.7 µM] | 5 | -4 | 0
Cc1c(C(=O)O)sc2[nH]c(=O)n(Cc3ccccc3)c(=O)c12 | -1 | 1.5 | 0 | . | -3 | 2 | -1
CC(C)NC(=O)N1[C@@H](CO)[C@@H](c2ccccc2)[C@@H]1CNC(=O)CN(C)C | . | -0.6 | 9 | -14[16.7 µM] | . | . | .
COc1ccc2ccc(O)c(CN(C)CC(=O)Nc3ccccc3C(F)(F)F)c2c1 | -3 | -2.2 | 0 | . | -1 | 1 | 0
CCN(C[C@@H]1N[C@@H](CO)[C@@H]1c1ccc(-c2cccc(C#N)c2)cc1)C(=O)COC | -3 | -1.1 | 1 | 14[16.7 µM] | 1 | -2 | 2
COc1cccc(C2NC(=O)CCC2[N+](=O)[O-])c1OC (stereo not given) | -2 | 0.3 | -2 | . | 6 | 1 | -2
COC(=O)c1cc(F)c(-n2cncn2)c(F)c1 | 2 | -0.8 | 2 | -1 | -2 | -5 | 1
COc1cc(/C=N/NC(=O)c2cc(-c3ccccc3)nc3ccccc23)cc(OC)c1O | -1 | -3.3 | -1 | 2 | 1 | 0 | 3
O=C(Nc1ccc(F)cc1)Nc1nnc(-c2ccccc2)o1 | -1 | -2.0 | -3 | -6 | -1 | 1 | 3
CN(CC(=O)Nc1cccc(F)c1)CC(=O)Nc1cccc([N+](=O)[O-])c1 | 3 | -1.0 | 6 | . | . | 2 | -2
COCCNC(=O)c1cc(-c2ccccc2C)n(CC2CC(c3cccc([N+](=O)[O-])c3)=NO2)n1 (stereo not given) | 4 | 4.0 | 1 | 2 | -1 | -3 | 1
Cc1ccccc1-c1ccc([C@H]2[C@@H](CO)N3CCCCN(C(=O)c4cccnc4)C[C@@H]23)cc1 | 0 | 0.4 | 4 | -2[16.7 µM] | 1 | 0 | 1
Cc1cc(Br)cn2c(Cc3ccccc3)c(-c3ccccc3)nc12 | 1 | -1.6 | 4 | 0 | 0 | 3 | -1
COc1ccc([C@H]2C[C@@H](O)[C@H](n3cc(-c4ccc(F)cc4)nn3)CN2CC2CCCCC2)cc1 | 0 | 1.3 | -3 | 1 | -1 | 3 | -4
(listing goes on)
SMILES | ERAP1 inh | CFTR F508del cor | DENV2 CPE rescue | miR122 inh | SIRT5 inh | ERp5 inh | CASP6 VEID inh
C[C@H]1CN([C@@H](C)CO)C(=O)c2cc(NC(=O)NC3CCCCC3)ccc2O[C@@H]1CN(C)Cc1ccc(C(=O)O)cc1 | 1 | 0.5 | -5 | -4[16.7 µM] | -2 | 0 | 1
CCOC(=O)c1n[nH]c(=O)c2ccccc12 | 7 | 0.8 | 6 | -8 | -15 | -4 | 0
COCCn1c(SCC(=O)/C=C2\N(C)c3ccccc3C2(C)C)nnc1-c1ccncc1 | 7 | -3.4 | -2 | . | -3 | -2 | -9
c1ccc(C2Nc3ccccc3C3OCCCC23)cc1 (stereo not given) | -6 | 0.0 | -6 | 1 | 1 | -1 | 0
CNC(=O)C[C@H]1CC[C@H]2[C@@H](COc3ccc(NC(=O)Nc4ccc(F)cc4)cc3C(=O)N2C)O1 | 3 | 3.1 | 0 | -5[16.7 µM] | 2 | 5 | -1
Cc1noc(C)c1NC(=O)N(C)C[C@H]1OCCCC[C@H](C)Oc2ccc(NC(=O)NC(C)C)cc2C(=O)N([C@@H](C)CO)C[C@@H]1C | 3 | -3.5 | -9 | 78[16.7 µM] | -9 | 2 | -1
CCN(CC)CCOc1nnc(-c2ccc(OC)cc2)c2ccccc12 | 3 | -1.6 | 1 | . | -1 | 2 | -4
C#CCNC(=O)c1ccc(OCc2ccccc2)cc1Cl | 0 | 1.7 | -2 | . | -1 | -5 | 2
